PI4K2A inh = PI4K2A (human) kinase inhibition; activity change, negative = inhibition, % at 76.9 µM; hit rate 0.13% among 420,000; AID 1346378; purified PI4K2A, ADP-Glo luminescence, 1 h; active compounds read low; in the data active = activity change below about -50%; inconclusive = mostly about -30% to -49%;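 also: -100% = wells without enzyme as full effect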
Target sequence (Q9BTU6 whole entry, looked up): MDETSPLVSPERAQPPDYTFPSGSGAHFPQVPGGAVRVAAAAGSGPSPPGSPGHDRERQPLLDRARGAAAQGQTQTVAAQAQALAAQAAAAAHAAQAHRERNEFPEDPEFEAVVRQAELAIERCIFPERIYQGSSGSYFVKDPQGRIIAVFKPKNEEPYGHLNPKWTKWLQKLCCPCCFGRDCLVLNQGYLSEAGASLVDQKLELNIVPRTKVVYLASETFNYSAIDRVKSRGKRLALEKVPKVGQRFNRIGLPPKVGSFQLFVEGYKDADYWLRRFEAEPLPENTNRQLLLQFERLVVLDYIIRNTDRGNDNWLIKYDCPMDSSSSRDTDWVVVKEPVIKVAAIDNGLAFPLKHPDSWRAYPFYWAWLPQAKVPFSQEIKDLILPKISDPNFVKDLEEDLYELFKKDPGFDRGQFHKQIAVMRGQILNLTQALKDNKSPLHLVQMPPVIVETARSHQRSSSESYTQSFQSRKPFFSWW
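Compounds are screened against recombinant PI4K2A using PI as substrate and ATP, the latter dispensed at 300 microM. Reactions run one hour at ambient temperature before ADP-Glo detection; full inhibition defined by wells lacking enzyme.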
GLS inhibitor = glutaminase GLS (human) inhibition; O94925; GLS enzymatic activity, qHTS titration; Potency, µM (doses to about 45.5 µM), for the others: top-dose activity change, negative = inhibition, actives largely listed as inhibitors; hit rate 0.21% among 410,000; AID 624170; active = well fitted inhibition curve with a large enough effect; inconclusive = small, poorly fitted or top-dose-only effect, or another doubt; inactive = no such curve, though single readings can be large or run the other way; also: potency is read from the fitted curve at half-maximal effect
Target sequence (O94925 whole entry, looked up): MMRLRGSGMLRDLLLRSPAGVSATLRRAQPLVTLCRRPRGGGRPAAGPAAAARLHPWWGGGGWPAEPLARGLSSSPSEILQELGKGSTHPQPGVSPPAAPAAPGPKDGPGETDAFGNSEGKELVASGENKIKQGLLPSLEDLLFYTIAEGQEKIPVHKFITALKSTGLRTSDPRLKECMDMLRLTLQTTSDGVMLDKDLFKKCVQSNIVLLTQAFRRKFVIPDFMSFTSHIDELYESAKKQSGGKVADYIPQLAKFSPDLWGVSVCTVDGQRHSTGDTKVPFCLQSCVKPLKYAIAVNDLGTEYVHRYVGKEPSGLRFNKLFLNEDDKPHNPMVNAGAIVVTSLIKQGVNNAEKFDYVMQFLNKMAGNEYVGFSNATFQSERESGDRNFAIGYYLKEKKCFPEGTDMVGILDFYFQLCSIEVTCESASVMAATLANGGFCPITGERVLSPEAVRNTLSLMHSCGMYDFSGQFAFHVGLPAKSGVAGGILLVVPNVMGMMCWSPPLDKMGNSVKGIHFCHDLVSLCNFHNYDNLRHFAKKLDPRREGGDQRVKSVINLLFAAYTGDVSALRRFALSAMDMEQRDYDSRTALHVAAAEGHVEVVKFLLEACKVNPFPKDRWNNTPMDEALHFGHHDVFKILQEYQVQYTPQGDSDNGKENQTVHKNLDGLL
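hKGA in 45 mM KH2PO4 (pH 8.2), 0.02% Tween-20 with compound, then 1mM L-Glutamine (stock as added) plus glutamate oxidase/HRP/Amplex red coupling mix. Fluorescence read initially and after 30 min at RT; signal change reflects glutamate formation.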
Starred values were filed as active, the others as inactive; ? = inconclusive; [ ] = another dose, or the depositor's remark. Unless noted, % is scaled to controls: 0 for no effect and ±100 for the full control effect. These rows are one share of the data. The share of hits here may be higher or lower than overall.

PI4K2A inh | GLS inhibitor | canonical_smiles
-3 | 1% | COc1cccc(C(=O)N2CCC[C@H]2C(=O)N2CCC[C@H]2C(=O)NCc2ccccn2)c1
-4 | 1% | Cc1ccccc1S(=O)(=O)N1C[C@H]2[C@H]3C(=O)N(c4ccccc4)C(=O)[C@H]3CC(=O)[C@H]2[C@@H]1c1ccc(Cl)cc1
0 | -5% | COc1ccc(-c2nc3cc(C)c(Br)c(C)n3c2CC(C)(C)C)cc1OC
3 | -4% | CCCS(=O)(=O)NC(=O)C1(C)CCCN(C(=O)COCc2ccccc2)C1 (stereo not drawn)
-2 | 2% | COc1ccc(NC(=O)C2Cc3c(-c4ccncc4)ccnc3O2)cc1OC (stereo not drawn)
0 | -9% | Nc1[nH]c(C(=O)c2ccccc2)c(-c2ccc(Cl)cc2Cl)c1C(=O)c1ccc(Cl)c(Cl)c1
6 | -2% | COCCNC(=O)C1CCCN(C(=O)C2(c3ccc(Cl)cc3)CCCC2)CC1 (stereo not drawn)
-3 | 3% | COc1cc(NC(=O)c2cccc3c(-c4cnn(C)c4)coc23)cc(OC)c1OC
0 | 30% | CCN(CCO)c1ccc(Nc2cc(-c3ccc(-c4ccccc4)cc3)ncn2)cc1
-2 | -14% | CCC(C)[C@H]1CNC(=O)C(=O)N1CC(C)(C)C (stereo partly drawn)
-7 | 19% | CC1(C(=O)NS(=O)(=O)c2ccc(Cl)cc2)CCN1C(=O)C1(c2ccc(Cl)cc2)CC1 (stereo not drawn)
-2 | 1% | COc1ccc(-c2coc3c(C(=O)NC4CCCCC4)cccc23)c(C)c1
5 | -9% | CCCNC(=O)C1(C)CCCN(Cc2c3ccccc3nn2C)C1 (stereo not drawn)
0 | 3% | CN(C)CCCNc1nc2cc(-c3cccc(Cl)c3)sc2c(=O)n1C
2 | -1% | CC(=O)Nc1cccc(-c2ccnc3c2CC(C(=O)Nc2ccccc2)O3)c1 (stereo not drawn)
-3 | ? | CCNC(=O)C1CCCN(C(=O)c2ccc3snnc3c2)CC1 (stereo not drawn)
1 | -7% | NC(=O)c1cccc(-c2ccnc3c2CC(C(=O)NCCc2ccccc2)O3)c1 (stereo not drawn)
-5 | 3% | CC1(C(=O)Nc2cnc3ccccc3c2)CCN1Cc1cc2ccccc2o1 (stereo not drawn)
-2 | 2% | Cc1cc(C(O)c2ncc(-c3ccccc3Cl)[nH]2)ccc1F (stereo not drawn)
11 | 2% | O=C(NCc1ccccc1)[C@@H]1CCCN1C(=O)[C@@H]1CCCN1C(=O)c1cccs1

3 entries out of the list above, ordered by their value in PI4K2A inh, low to high:
PI4K2A inh | GLS inhibitor | canonical_smiles
-3 | 3% | COc1cc(NC(=O)c2cccc3c(-c4cnn(C)c4)coc23)cc(OC)c1OC
-2 | -14% | CCC(C)[C@H]1CNC(=O)C(=O)N1CC(C)(C)C (stereo partly drawn)
2 | -1% | CC(=O)Nc1cccc(-c2ccnc3c2CC(C(=O)Nc2ccccc2)O3)c1 (stereo not drawn)

Back to the main list, starting four compounds before the break.
PI4K2A inh | GLS inhibitor | canonical_smiles
1 | -7% | NC(=O)c1cccc(-c2ccnc3c2CC(C(=O)NCCc2ccccc2)O3)c1 (stereo not drawn)
-5 | 3% | CC1(C(=O)Nc2cnc3ccccc3c2)CCN1Cc1cc2ccccc2o1 (stereo not drawn)
-2 | 2% | Cc1cc(C(O)c2ncc(-c3ccccc3Cl)[nH]2)ccc1F (stereo not drawn)
11 | 2% | O=C(NCc1ccccc1)[C@@H]1CCCN1C(=O)[C@@H]1CCCN1C(=O)c1cccs1
-4 | -2% | COc1ccc(C(C)(O)c2nc(-c3ccc4ccccc4c3)cs2)cc1 (stereo not drawn)
3 | 1% | Cc1ccc(-c2ccc3c(c2)O[C@H](CN(C)C(=O)Nc2ccc(C(F)(F)F)cc2)[C@H](C)CN([C@H](C)CO)S3(=O)=O)cc1
1 | -1% | O=[N+]([O-])c1nccn1CO[C@@H](CO)[C@H](O)CO
0 | 6% | CCCS(=O)(=O)NC(=O)C1(C)CCCN(C(=O)c2ccc(F)c(Cl)c2)C1 (stereo not drawn)
3 | -4% | COc1ccc(CNC(=O)Nc2nc(C(N)Cc3ccc(F)cc3)cs2)cc1 (stereo not drawn)
-3 | -6% | CN1CCN(C2CN(CCc3ccccc3)S(=O)(=O)C2)CC1 (stereo not drawn)
2 | 3% | CC(C)c1cccc(-c2csc(C(C)(O)c3ccc(F)c(F)c3)n2)c1 (stereo not drawn)
3 | -11% | CCOc1ccc(CCN2C(=S)N([C@@H](Cc3ccc(O)cc3)CN3CCC[C@@H]3CN3C(=S)NC[C@@H]3CC(C)C)C[C@@H]2Cc2ccccc2)cc1
1 | 2% | O=C(Nc1cccc(Cl)c1)c1csc([C@H]2C[C@H](O)[C@@H](CO)O2)n1
2 | 12% | CCOC(=O)C1=CCN(S(=O)(=O)c2ccc(C)cc2)C1c1cccc(Br)c1 (stereo not drawn)
0 | 9% | CC1(C(=O)NCc2ccccc2Br)CCN1Cc1ccc(-c2ccccn2)cc1 (stereo not drawn)
-6 | -7% | O=C1NC[C@@H](CCCCN2CCN(CCc3ccc(O)cc3)C(=O)C2=O)N(CCC2CCCCC2)C1=O
-7 | -1% | CCCc1nc2c3ccccc3ccn2c1CC(C)(C)C
-9 | 0% | COc1cccc(-c2cnc3c(NC=O)cc(-c4ccc(O)c(OC)c4)cn23)c1
9 | -1% | COc1cc(OC)cc(C2=Cc3ccccc3C(CC(C)=O)N2c2ccc(-c3cccs3)cc2)c1 (stereo not drawn)
2 | -2% | CC1(C(=O)Nc2cccc3ccccc23)CCN1C(=O)C1(c2ccccc2)CCCC1 (stereo not drawn)
-4 | 1% | Cn1c(=O)c2cc(NC(=O)Cc3cccc4ccccc34)ccc2n1-c1ccccc1
-3 | 22% | Cc1noc(C)c1S(=O)(=O)NC(=O)C1(C)CCN1C(=O)C1(c2ccc(Cl)cc2)CCC1 (stereo not drawn)
-3 | 1% | COC(=O)c1ccc2nc(C(C)(C)C)c(Cc3ccc(OC)cc3C)n2c1
1 | 0% | CC1(C(=O)O)CCCN1C(=O)c1ccc(Cl)cc1Cl (stereo not drawn)

Further structures follow:
PI4K2A inh | GLS inhibitor | canonical_smiles
1 | 5% | Cc1cc(NC(=O)CS(=O)c2cn(Cc3cccc(Cl)c3)c3ccccc23)no1 (stereo not drawn)
-3 | -3% | COC(=O)[C@]12CCCCC=C1N(Cc1cccc3ccccc13)C(=O)[C@H](CC(=O)NCc1cccc3ccccc13)C2
1 | -17% | C=CCNc1nc(NCc2cccc(OC)c2)c2sc(-c3ccccc3)cc2n1
4 | -18% | Cn1c(-c2ccccc2)c(Sc2ccccc2)c2cc(-c3ccc4[nH]ccc4c3)ccc21
0 | 6% | COCCNC(=O)C1(C)CCCN(CCOc2ccc(Cl)cc2)C1 (stereo not drawn)
14 | 12% | COc1ccc(CNC(=O)c2cccc3c(-c4cccc(C(N)=O)c4)coc23)cc1OC
-2 | 7% | COc1ccc(-c2nc3ccc(Cl)cn3c2Cc2cccc(F)c2)cc1OC
2 | -5% | CCCNC(=O)C1(C)CCCN(Cc2ccc(C#N)cc2)C1 (stereo not drawn)
1 | 5% | CCOC(=O)C1(C)CCCN(C(=O)c2ccc(OC)cc2)C1 (stereo not drawn)
1 | 10% | COc1cc(-c2cnc3c(NC=O)cc(-c4ccccc4Cl)cn23)cc(OC)c1OC
-2 | 2% | CC1(C(=O)NCc2ccc(C(F)(F)F)cc2)CCN1Cc1c(F)cccc1F (stereo not drawn)
3 | -9% | OCc1ccccc1-c1nc(NCC2CC2)nc2ccsc12
6 | -3% | CC1(C(=O)Nc2cccc3ccccc23)CCN1C(=O)Cc1ccccc1Cl (stereo not drawn)
0 | -5% | CC(CCl)n1c(=O)c2ccccc2n1S(C)(=O)=O (stereo not drawn)
-7 | 1% | COC(=O)CCCn1cc(CN2CC(N3CCCC3)CS2(=O)=O)nn1 (stereo not drawn)
5 | -23% | Cc1cccc(C)c1-n1nnnc1C1(C)CCC(=O)N1Cc1cccc(C(F)(F)F)c1 (stereo not drawn)
1 | 15% | C[C@H](O)[C@@H]1C(=O)N2CCc3c([nH]c4ccccc34)[C@@H]2C[C@@H]1N(C)C(=O)c1ccco1
-2 | -4% | CCOC(=O)[C@]12CCC=C1N(Cc1ccco1)C(=O)[C@H](CC(=O)NCCCN1CCCC1=O)C2
8 | 3% | CC1=C(C(=O)N(C(C)C)C(C)C)CC(CC(=O)NCc2cccs2)C(=O)N1CCC1=CCCCC1 (stereo not drawn)
1 | 34%[activator] | CCc1nc2ccc(C(=O)NCCN3CCNC3=O)cn2c1N(C)CCC(C)C

Compound profiles, from the list above. Values in the order: PI4K2A inh	GLS inhibitor
COC(=O)CCCn1cc(CN2CC(N3CCCC3)CS2(=O)=O)nn1 (stereo not drawn) is listed as -7	1%
COc1ccc(-c2nc3ccc(Cl)cn3c2Cc2cccc(F)c2)cc1OC is listed as -2	7%

Look-ups from the list.
COc1cc(NC(=O)c2cccc3c(-c4cnn(C)c4)coc23)cc(OC)c1OC – PI4K2A inh: -3
CC1(C(=O)Nc2cnc3ccccc3c2)CCN1Cc1cc2ccccc2o1 (stereo not drawn) – PI4K2A inh: -5
COc1ccc(C(C)(O)c2nc(-c3ccc4ccccc4c3)cs2)cc1 (stereo not drawn) – GLS inhibitor: -2%

(continued)
PI4K2A inh | GLS inhibitor | canonical_smiles
-3 | 2% | COC(=O)[C@]12CCCCC=C1N(CCC1=CCCCC1)C(=O)[C@H](CC(=O)NCC13CC4CC(CC(C4)C1)C3)C2
4 | -5% | CC(C)Nc1ncnc2c1ncn2[C@H]1CN(CCN2CCOCC2)C[C@@H](CO)O1
1 | 7% | O=S1(=O)CC(N2CCSCC2)CN1Cc1cn(Cc2ccccc2)nn1 (stereo not drawn)
-3 | -6% | CC(C)n1c(=O)c2ccccc2n1Cc1cn(-c2ccccc2)nn1
-5 | 1% | COC(=O)c1ccc2nc(C3CCCCC3)c(CC(C)(C)C)n2c1
-1 | 16% | CC(C)CN1CCC1(C)C(=O)Nc1ccc(OC(F)F)cc1 (stereo not drawn)
6 | -7% | COc1ccc(-c2cc3nc(NCC4CCCCC4)n(C)c(=O)c3s2)cc1OC
-13 | 5% | O=C(Nc1cccc(F)c1)c1ccc(-n2cncn2)c2ccoc12
-3 | 2% | Cc1cc(C)c(C(O)c2ncc(-c3ccccc3Cl)[nH]2)c(C)c1 (stereo not drawn)
-3 | 9% | CC1(C(=O)NS(=O)(=O)c2cccc(F)c2)CCN1C(=O)Cc1ccccc1 (stereo not drawn)
4 | -2% | CC(C)CNC(=O)C1(C)CCCCCN1C(=O)c1csnn1 (stereo not drawn)
0 | 4% | Nc1[nH]c(C(=O)c2ccccc2)c(-c2ccccc2C(F)(F)F)c1C(=O)NCc1cccc2ccccc12
-2 | 14% | CCOC(=O)C1(C)CCCN(C(=O)c2ccc(OC)cc2OC)C1 (stereo not drawn)
3 | -2% | OC(c1cc(F)cc(Cl)c1)c1ncc(-c2ccc(Cl)cc2)[nH]1 (stereo not drawn)
-4 | 2% | O=C1NC[C@@H](CCCCN2C[C@H](Cc3ccccc3)N(CCC3CCCCC3)C(=O)C2=O)N(CCc2ccccc2)C1=O
-8 | -6% | CC(O)(c1cccc(F)c1)c1nc(-c2ccc(S(C)(=O)=O)cc2)cs1 (stereo not drawn)
0 | -8% | COCCN1C(=O)COc2ccccc2C1C(=O)NCc1ccccc1 (stereo not drawn)
1 | 2% | O=C(NCc1cccc(Cl)c1)C1Cc2c(-c3ccccc3)ccnc2O1 (stereo not drawn)
-1 | -1% | CCCOc1ccc(F)cc1-c1cc(C(=O)NCc2ccco2)[nH]n1
-5 | -1% | N#CCc1ccc(-c2cccc3nccn23)cc1

(next part)
PI4K2A inh | GLS inhibitor | canonical_smiles
-5 | 3% | Cc1cc(C)cc(CC(=O)N2CCC2(C)C(=O)NS(=O)(=O)c2cccc(F)c2)c1 (stereo not drawn)
-4 | 3% | COc1ccc(Cc2c(-c3ccc(Cl)cc3)nc3c(C)cc(Br)cn23)c(C)c1
-7 | -16% | Cn1cc(-c2csc(C(O)c3ccc(F)c(F)c3)n2)cn1 (stereo not drawn)
-1 | 8% | OC(c1cccc(CN2CCCCC2)c1)c1ncc(-c2cccc3ccccc23)[nH]1 (stereo not drawn)
-5 | -24% | c1csc(CNc2nc(Oc3ccncc3)c3sccc3n2)c1
0 | 6% | CCOC1=C2[C@@H](CN(S(=O)(=O)c3ccc(C)cc3)[C@H]2c2cccc3ccccc23)[C@H]2C(=O)N(C)C(=O)[C@H]2C1
-1 | 5% | CC(C)C(=O)N1CCCC1(C)C(=O)Nc1ccc(-n2cncn2)cc1 (stereo not drawn)
1 | -4% | CC(C)NC(=O)c1ccc(-c2ccc(F)c(F)c2)c2ccoc12
0 | 20% | CCCS(=O)(=O)NC(=O)C1(C)CCN(C(=O)CSc2ccccc2)C1 (stereo not drawn)
-7 | 4% | C/C=C/c1cccc(-c2nc(C(=O)NC3CCC3)cc3c2[C@H](CCO)N(S(=O)C(C)(C)C)C3)c1 (stereo partly drawn)
-3 | 21% | CC(C)C[C@H]1CNC(=O)C(=O)N1C[C@@H]1CCCN1C[C@H](Cc1ccccc1)N1C[C@H](Cc2ccccc2)N(CCc2ccccc2)C(=O)C1=O
-4 | 5% | CC1(C(=O)Nc2ccc3c(c2)OCO3)CCN1C(=O)CCc1ccc(Cl)cc1Cl (stereo not drawn)
0 | 4% | Cc1cc(F)ccc1C(O)c1ncc(-c2ccc(Cl)cc2)[nH]1 (stereo not drawn)
-3 | 1% | C=CCNc1ncnc2c1ncn2[C@H]1CN(Cc2ccc(-c3ccccc3)cc2)C[C@@H](CO)O1
6 | 1% | CCCCc1c(-c2ccc(OC)cc2)ncn1CCc1ccccc1OC

Compound activity (PubChem)
